Compound activity (PubChem)
HUVEC inhibit: human endothelial cell proliferation inhibition | actives 1.1% (n = 86,000) | AID 648 | viability, % at 10 µM (by protocol) | HUVEC proliferation, CellTiter-Glo luminescence, 72 h; stronger effect = lower value;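 active means viability at or below 30%; inactive means viability above 30%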;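 further: 100% = median luminescence of DMSO-only cell control wells on each plate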
Fibroblast inh: blocks proliferation of human lung fibroblasts. AID 719. LL 47 human lung fibroblast viability, ATP luminescence; stronger effect = lower value. actives 1.1% (n = 85,000). viability, % at 10 µM;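 active means viability at or below 50% in the single dose screen; inactive means viability above 50%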;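 further: compound exposure lasted 72 h before the ATP readout; 100% = median luminescence of untreated cell-only wells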
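Assay system: human lung fibroblast line LL 47, low passage. Input: 1,150 fibroblasts seeded per well. Times: overnight cell rest, 72 h compound treatment at 37 °C. Evaluation: % viability of median cell-only signal. Technique: luminescent ATP detection, CellTiter-Glo. Control set: cell-only wells, no compound.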
PostGolgi ctrl: yeast control strain growth, post-Golgi counter-screen. efflux-deficient yeast background strain, growth absorbance A615, 16 h. inhibition, % at 10 µM. actives 5% (n = 98,000); in the data active means inhibition above about 30%
PTPN22 act: increases human PTPN22 phosphatase activity; Q9Y2R2; recombinant LYP, DiFMUP fluorescence; 0 = plate median, 100 = signal doubled; activation, % at 2 µM; actives 0.11% (n = 96,000);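 active means activation at 2 µM above a set limit, the mean plus 5 SD, cut at about 37% in these data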
H69AR inhibit: growth inhibitors of human H69AR lung tumor cells; AID 598; H69AR lung tumor viability, ATP luminescence, 72 h; stronger effect = lower value; viability, % at 10 µM; actives 6% (n = 85,000);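 active means viability at or below 40%; inactive means viability above 40%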;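 further: multidrug resistant small cell line overexpressing MRP-1 efflux transporter; 100% = mean luminescence of untreated control wells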
sEH activator: increases human soluble epoxide hydrolase activity; actives 0.04% (n = 91,000); purified human sEH enzymatic activity, activator screen; activation, % at 2 µM; P34913; in the data active means activation above about 37%; further: values of inactives mirror those of a sister screen read the other way
Target sequence (P34913 whole entry, looked up): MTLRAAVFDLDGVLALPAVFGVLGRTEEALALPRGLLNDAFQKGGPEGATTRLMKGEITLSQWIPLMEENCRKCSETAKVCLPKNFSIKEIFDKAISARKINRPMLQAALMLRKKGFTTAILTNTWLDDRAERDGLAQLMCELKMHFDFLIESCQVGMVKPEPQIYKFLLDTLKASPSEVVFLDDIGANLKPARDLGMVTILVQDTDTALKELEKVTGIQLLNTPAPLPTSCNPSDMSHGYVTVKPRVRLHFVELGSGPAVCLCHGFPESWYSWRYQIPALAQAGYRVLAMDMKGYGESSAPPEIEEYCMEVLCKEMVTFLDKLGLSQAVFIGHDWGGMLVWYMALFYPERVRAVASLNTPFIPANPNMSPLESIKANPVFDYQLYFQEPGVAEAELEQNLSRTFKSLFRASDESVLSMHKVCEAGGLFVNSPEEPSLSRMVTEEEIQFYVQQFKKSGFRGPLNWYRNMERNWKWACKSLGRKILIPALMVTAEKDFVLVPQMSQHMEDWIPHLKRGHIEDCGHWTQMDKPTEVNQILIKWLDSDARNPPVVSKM
S1P2 ag: activates the human S1P2 receptor; O95136; S1P2-expressing cell line, agonist reporter read-out; activation, % at 4.5 µM; actives 0.46% (n = 97,000); AID 729; in the data active means activation above about 16%;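 further: 0% = vehicle low control and 100% = maximal reference agonist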
Target sequence (O95136 whole entry, looked up): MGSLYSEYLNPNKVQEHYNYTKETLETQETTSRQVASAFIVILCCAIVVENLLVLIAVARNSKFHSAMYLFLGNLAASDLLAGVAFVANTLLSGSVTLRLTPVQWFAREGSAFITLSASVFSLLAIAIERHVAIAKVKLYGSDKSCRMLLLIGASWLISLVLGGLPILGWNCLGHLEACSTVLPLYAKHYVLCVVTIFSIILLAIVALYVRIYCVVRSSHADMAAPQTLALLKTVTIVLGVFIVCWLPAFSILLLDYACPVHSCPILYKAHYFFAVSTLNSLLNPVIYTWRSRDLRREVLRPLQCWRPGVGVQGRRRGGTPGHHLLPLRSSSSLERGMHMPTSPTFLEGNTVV
S1P2 antag: antagonists of human S1P2 receptor; O95136; cell-based S1P2 antagonist assay, inhibition at 5 uM; AID 736; actives 0.21% (n = 97,000); inhibition, % at 5 µM; in the data active means inhibition above about 45%;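 further: CRE beta-lactamase reporter cells expressing human S1P2 stimulated with S1P; 0% = agonist at EC80 alone and 100% = agonist plus reference antagonist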
sEH inh: soluble epoxide hydrolase (human) inhibition. recombinant human sEH enzymatic activity assay. inhibition, % at 2 µM. actives 0.34% (n = 91,000). AID 707; in the data active means inhibition above about 80%; further: values of inactives mirror those of a sister screen read the other way; many of its hits are not listed in these tables
* = called active by the depositor; · = not tested or not shown.

SMILES	HUVEC inhibit	Fibroblast inh	PostGolgi ctrl	PTPN22 act	H69AR inhibit	sEH activator	S1P2 ag	S1P2 antag	sEH inh
O=S(=O)(Nc1nccs1)c1cc(Cl)ccc1Cl	85	99	-5	-13	89	1	-6	-2	2
COC(=O)c1ccc(NC(=S)N2CCN(Cc3cccc(C)c3)CC2)cc1	·	·	1	1	·	-3	-8	3	6
O=C(NNC(=O)C1CCN(Cc2ccccc2)CC1)c1cccc(Cl)c1	·	·	1	-4	·	11	-9	-1	-8
CC(=O)C1=C(C)NC(SCC(=O)c2cc(Cl)ccc2Cl)=C(C#N)C1c1ccco1 (configuration not stated)	67	94	·	-8	47	·	-6	23	·
COc1ccc(C2C(C#N)=C(N)Oc3cc(C)n(CCN4CCOCC4)c(=O)c32)cc1OC (configuration not stated)	103	106	-1	·	99	·	·	·	·
Cc1ccc(C(=O)Nc2ccccc2Oc2ccccc2)cc1[N+](=O)[O-]	·	·	34*	3	·	-2	-1	-22	7
Cc1cc(/C=C2\SC(=S)NC2=O)c(C)n1C	·	·	52*	1	·	-6	-3	8	7
CN1C(=O)Cn2c1nc1ccccc12	92	94	2	-2	96	6	-4	-4	-7
NC(=O)C1(N2CCCCC2)CCN(C(=O)CSc2nc(C(F)(F)F)cc(=O)[nH]2)CC1	103	110	1	6	96	2	0	-15	1
Cc1nnsc1SC(C)C(=O)O (configuration not stated)	·	·	-2	5	·	7	-7	18	-7
COc1ccc(OC)c(-n2c(SCC(=O)Nc3cc(C)on3)nnc2-c2c[nH]c3ccccc23)c1	78	93	5	·	65	·	-8	-2	·
Nc1c(C(=O)Nc2ccc(F)cc2)sc2nc(-c3ccco3)ccc12	63	95	40*	-4	96	-1	-9	29	1
COCCCNC(=S)NNC(=O)c1ccc2c(c1)OCO2	·	·	4	1	·	2	1	-4	0
CCCCOC(=O)Nc1cccc(C(C)=O)c1	86	102	-7	0	89	-2	-2	-1	1
COc1ccc(NC(=O)c2ccccc2NC(=O)C2CCCO2)cc1 (configuration not stated)	95	103	1	1	92	4	-1	-11	-4
Cc1ccc2c(n1)sc1c(-c3ccccc3)c(C#N)c(N)nc12	·	·	10	1	·	10	10	-40	-9
c1ccc(Cn2nnnc2CN2CCN(c3ncccn3)CC2)cc1	88	103	-6	-8	96	-2	-3	4	4
COc1ccc(NC(=O)C2C3CCC(C3)C2C(=O)O)cc1OC (configuration not stated)	74	97	9	-5	109	2	-1	-3	-1
COc1ccc(CC(=O)OCCN(C)C)cc1	104	94	6	-1	104	2	-3	-16	-1
Cc1cc(-c2ccccc2)n(-c2ccc(C(=O)N3CCN(c4ncccn4)CC3)cc2)n1	82	101	61*	12	46	12	-3	-1	-13
COCc1[nH]nc2c1C(c1cc(OC)c(O)c(OC)c1)C(C#N)=C(N)O2 (configuration not stated)	105	103	2	·	93	·	·	·	·
CC1CCCC(NS(=O)(=O)c2ccc3c(c2)OCCO3)C1C (configuration not stated)	95	104	55*	7	100	2	-3	4	-2
O=C(C1CCCN(Cc2ccccc2)C1)N1CCc2ccccc2C1 (configuration not stated)	94	95	18	-8	87	10	-4	-2	-14
COc1ccc(/C=N/NC(=O)CC(=O)NCc2cccnc2)cc1	·	·	-4	20	·	4	-3	8	-2
Cc1ccc(OC(C)C)c(CN(CCO)CCO)c1	90	101	7	5	95	6	-1	-9	-5
Cc1noc(C)c1COC(=O)c1cc(C)n(-c2ccccc2)c1C	110	99	8	-2	52	14	-2	-14	-14
CC(C)CCSc1ncnc2c1oc1nc3c(cc12)COC(C)(C)C3	84	99	7	6	69	-6	-3	12	6
CN(C(=O)C1CCOC1)c1nnc(-c2cnccn2)s1 (configuration not stated)	102	100	6	11	92	-7	-6	-4	9
CCOc1ccc(Cc2c(Cl)nc(SC)nc2OC)cc1	·	·	16	1	·	-18	2	11	20
Cc1cc(C)n(-c2ccc(Cl)c(C(=O)OCC(N)=O)n2)n1	·	·	2	0	·	-3	-5	-5	3
CSc1nnc2n(C)c3c(c(=O)n12)C1(CCCC1)Cc1ccccc1-3	82	98	38*	0	77	·	-2	-13	·
COc1cc2cc(C(c3nnnn3C3CCCCC3)N(C)C3CCCCC3)c(=O)[nH]c2cc1OC (configuration not stated)	63	95	17	·	102	·	·	·	·
Cc1csc(NC(=O)CCc2ccc(S(=O)(=O)N3CCOCC3)cc2)n1	93	95	2	-4	42	11	-2	-18	-14
Cc1ccc(S(=O)(=O)N(CC(O)CN(C)C)c2ccccc2)cc1 (configuration not stated)	107	96	2	4	90	-4	-6	5	6
O=C(NCc1ccc(Cl)cc1Cl)c1ccccn1	·	·	-2	7	·	-56	-10	-11	55
CCOC(=O)N1CCN(C(=S)Nc2cccc(C)c2)CC1	·	·	-3	6	·	-11	-4	-8	9
COc1ccccc1NS(=O)(=O)CC12CCC(CC1=O)C2(C)C (configuration not stated)	97	·	7	-1	99	13	-1	-7	-14
CC1(C)CC(=O)CC(C2(O)C(=O)N(Cc3ccccc3)c3ccccc32)O1 (configuration not stated)	95	103	-2	-4	29*	-3	-3	18	3
COc1ccc(-c2c(C)n([O-])c(C)c(-c3ccccc3)[n+]2=O)cc1OC	87	87	0	9	89	1	-5	-13	-1
CCc1ccc(NC(=O)CCn2ccnc2C)cc1	87	92	6	4	96	15	-1	-8	-20
COc1ccc(CCC(C)NC2C3CC4CC(C3)CC2C4)cc1 (configuration not stated)	·	·	13	-15	·	0	-2	22	1
O=C(NC12CC3CC(CC(C3)C1)C2)N1CCN(S(=O)(=O)c2ccc(Cl)cc2)CC1	72	95	23	-12	66	-62	0	-16	63
CC1(C)Cc2c(sc3nc(SCC(=O)N4CCOCC4)nc(N)c23)CO1	101	98	2	·	90	·	·	·	·
Cc1ccc(N2C(=O)C(c3c(C)[nH]n(-c4ccccc4)c3=O)(C(F)(F)F)C3=C2CC(C)(C)CC3=O)cc1 (configuration not stated)	106	108	-10	-5	101	-62	-5	-1	61
CCCc1nc2n[nH]c(N)c2c2c1COC(C)(C)C2	86	88	3	6	86	-6	-5	-20	9
COc1cc(C(=O)N(Cc2ccco2)Cc2cc3ccccc3[nH]c2=O)cc(OC)c1OC	·	·	28	-1	·	·	-2	24	·
CN(C)CCNC(=O)c1ccc(CS(=O)(=O)c2c(Cl)cccc2Cl)o1	95	104	8	4	89	5	-3	11	-7
COc1ccc(CCNC(=O)c2c(-c3ccccc3)noc2C)cc1OC	95	98	10	·	93	·	·	·	·
CCOc1ccc(Nc2ncnc3c2cnn3Cc2ccccc2)cc1	85	99	14	0	98	·	-7	6	·
Cc1ccc(C)c(Cn2nnc3c(=O)[nH]c(C(=O)NCC4CCCO4)nc32)c1 (configuration not stated)	101	95	6	9	94	0	2	-24	1
O=S(=O)(c1ccc2ccccc2c1)N1CCCOC1	98	103	12	0	91	7	-10	-6	-8
Cc1cnc2cc(Cl)c(Cl)cc2n1	103	105	·	0	102	0	-3	-9	3
CC(C)N(C(=O)Nc1ccc2nccnc2c1)C(C)C	·	·	-3	5	·	0	-5	3	0
CCOC(=O)N1CCN(C(=O)C2CCCN(c3nc4ccc(OCC)cc4s3)C2)CC1 (configuration not stated)	112	95	6	·	60	·	·	·	·
Cc1ccccc1OC/C(O)=C(\C#N)c1nc2ccccc2[nH]1	·	·	48*	1	·	10	-4	-6	-13
O=C(Nc1cc2c(oc1=O)CCCC2=O)c1cccc(Cl)c1	·	·	8	4	·	1	-6	12	2
Cc1cc(NC(=O)CSc2nc3c(c(-c4cccnc4)c2C#N)CCC3)no1	79	98	3	-6	78	-4	-1	-37	6
O=C(O)C1CCCN1S(=O)(=O)c1ccccc1 (configuration not stated)	99	·	·	11	96	-10	0	14	11
CN(C)S(=O)(=O)c1ccc(NC(=O)COC(=O)c2n[nH]c3ccccc23)cc1	103	107	8	-2	79	-14	-10	24	13
Cc1cc(-c2ccccc2)c2c3c(c(-c4ccccc4)n2n1)c(=O)n(C)c(=O)n3C	·	·	4	8	·	-9	-4	6	11

Next section:
SMILES	HUVEC inhibit	Fibroblast inh	PostGolgi ctrl	PTPN22 act	H69AR inhibit	sEH activator	S1P2 ag	S1P2 antag	sEH inh
COc1ccc2c(c1)c1ncn(CCc3ccccc3)c(=O)c1n2C	83	91	39*	-1	75	17	-2	-16	-18
O=C(NC1CCCCC1)[C@H](O)[C@@H](O)C(=O)NC1CCCCC1	93	99	4	10	97	14	-7	12	-13
CS(=O)(=O)N(CC(=O)Nc1cccc(F)c1)Cc1ccccc1	98	102	-8	16	87	-5	2	-2	3
COc1ccc(C(=O)c2ccc(Cl)cc2)cc1	104	108	1	-8	90	1	1	-44	0
CCc1ccc(NC(=O)c2ccc3nc(N)sc3c2)cc1	84	93	1	1	73	-28	-3	-13	30
O=C(Nc1cccc(Cn2cccn2)c1)c1cc2c(s1)CCCC2	92	110	-1	-4	57	-57	-4	0	58
COc1ccc(OC)c(NC(=O)Nc2ccc(Cl)cc2)c1	86	98	41*	2	89	0	-5	-22	3
CC(=O)c1cccc(NC(=O)N2CCc3ccccc3C2)c1	97	97	9	-12	95	-11	0	2	13
Cc1cc(/C=N/NC(=O)c2ccc(CN3CCOCC3)cc2)c(C)n1-c1ccccc1	·	·	4	10	·	-4	-3	-8	2
Cc1ccccc1NC(=O)c1cc(S(=O)(=O)N2CCOCC2)cs1	92	98	·	38*	87	10	-1	3	-8
CCCCC(CC)C(=O)Nc1ccccc1C#N (configuration not stated)	103	·	17	3	82	2	-1	10	-5
Cc1ccc(C(=O)c2ccc(N3CCOCC3)c(F)c2)cc1	97	108	·	9	80	19	-3	0	-15
CCOC(=O)CNC(=O)CCNS(=O)(=O)c1ccc2c(c1)c(=O)n(C)c(=O)n2C	94	103	3	2	96	-6	1	-12	9
COc1ccc(CC(NC(C)=O)C(=O)NC2CCN(C(=O)Nc3ccc(C#N)cc3)CC2)cc1OC (configuration not stated)	96	103	-3	-3	91	17	-7	7	-16
CCCCNc1cc(=O)n(C)c(=O)n1C	·	·	13	-7	·	4	-7	18	-4
COc1ccc(C(=O)/C=C/Nc2cccc(C)n2)cc1OC	100	101	22	12	92	-3	6	-22	6
Cc1ccc(C2=NN(C)c3nc4ccccc4n3C2)cc1	85	86	6	-3	89	13	-3	0	-14
Cc1ccc(C(=O)c2ccc(C(F)(F)F)cc2)cc1	·	·	0	-3	·	14	-1	2	-11
Cc1cc(-c2ccccc2)[nH]c(=O)c1S(=O)(=O)c1ccc(Cl)cc1	·	·	-2	-5	·	-1	-4	-6	3
COc1ccc(CNC(=O)c2cnc3n(c2=O)CCS3)cc1	92	111	18	4	90	5	-3	13	-6
CC1CN(c2nc3ccccn3c(=O)c2/C=C(\C#N)S(=O)(=O)c2ccccc2)CC(C)O1 (configuration not stated)	75	105	1	-2	74	10	-4	-17	-6
COc1ccc(C(C(=O)NC2CCCC2)N(CCN2CCOCC2)C(=O)c2ccc(OC)c(OC)c2)cc1 (configuration not stated)	100	105	-4	-1	85	12	-4	2	-10
COc1ccc(C(=O)N2c3cc4c(cc3C(C)=CC2(C)C)OCO4)cc1	87	92	14	-5	83	-1	-2	7	4

One compound at a time (already shown):
CC1CN(c2nc3ccccn3c(=O)c2/C=C(\C#N)S(=O)(=O)c2ccccc2)CC(C)O1 (configuration not stated) is entered as HUVEC inhibit: 75; Fibroblast inh: 105; PostGolgi ctrl: 1; PTPN22 act: -2; H69AR inhibit: 74; sEH activator: 10; S1P2 ag: -4; S1P2 antag: -17; sEH inh: -6
Cc1ccc(C2=NN(C)c3nc4ccccc4n3C2)cc1 is entered as HUVEC inhibit: 85; Fibroblast inh: 86; PostGolgi ctrl: 6; PTPN22 act: -3; H69AR inhibit: 89; sEH activator: 13; S1P2 ag: -3; S1P2 antag: 0; sEH inh: -14
COc1ccc(C(=O)N2c3cc4c(cc3C(C)=CC2(C)C)OCO4)cc1 is entered as HUVEC inhibit: 87; Fibroblast inh: 92; PostGolgi ctrl: 14; PTPN22 act: -5; H69AR inhibit: 83; sEH activator: -1; S1P2 ag: -2; S1P2 antag: 7; sEH inh: 4

Only part of the results is shown (hit frequency here may not be typical).
